Bioassay records deposited in PubChem by several laboratories.
NCOA1 inh = human NCOA1 inhibition | 0.12% of 360,000 active | HEK293 GAL4-SRC1 luciferase reporter, luminescence | Q15788 | inhibition, % at 3.6 µM | AID 588354;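 active = inhibition above the campaign mean plus 3 SD, with each screening campaign given its own cutoff, cut at about 60% in these data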;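 also: 0% = DMSO treated cells and 100% = gossypol at 36 µM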
NOD2 RIPK2 PPI = blocks binding of human NOD2 to RIPK2; O43353; CHO BLA complementation NOD2-RIPK2, CCF4 ratio; inhibition, % at 4.98 µM; 0.38% of 360,000 active; AID 624267; in the data active = inhibition above about 21%;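 also: 0% = vehicle only and 100% = reference blocker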
COUP-TFII inh = inhibitors of human COUP-TFII (NR2F2). AID 686940. 0.7% of 370,000 active. inhibition, % at 8.6 µM. HEK293T NGFI-A luciferase reporter, luminescence;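 active = inhibition above a per-plate cutoff, mean inhibition of test wells between control levels plus 3 SD, cut at about 38% in these data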;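 also: cells cotransfected with COUP-TFII expression vector driving the NGFI-A reporter; 0% = median of COUP-TF2 test wells and 100% = reporter-only cells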
SRC3 inh = inhibitors of human steroid receptor coactivator 3 (SRC3) | 0.17% of 360,000 active | inhibition, % at 3.6 µM | HEK293 GAL4-SRC3 luciferase reporter, luminescence | AID 588352 | Q9Y6Q9;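 active = inhibition above a per-campaign cutoff, the mean of all compounds plus 3 SD, cut at about 60% in these data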;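 also: 0% = DMSO-treated cells and 100% = gossypol-treated cells at 36 µM; higher means less SRC3-driven luciferase light from the GAL4 reporter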
LRH-1 inv ag = suppresses constitutive activity of human LRH-1. O00482. inhibition, % at 3.6 µM. 0.13% of 360,000 active. HEK293T StAR-luciferase reporter, LRH-1 transfected, 24 h. AID 602396;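 active = inhibition above the mean inhibition of all tested compounds plus 3 SD, cut at about 73% in these data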;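 also: 0% = DMSO wells and 100% = reporter-only cells lacking LRH-1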
Target sequence (O00482 whole entry, looked up): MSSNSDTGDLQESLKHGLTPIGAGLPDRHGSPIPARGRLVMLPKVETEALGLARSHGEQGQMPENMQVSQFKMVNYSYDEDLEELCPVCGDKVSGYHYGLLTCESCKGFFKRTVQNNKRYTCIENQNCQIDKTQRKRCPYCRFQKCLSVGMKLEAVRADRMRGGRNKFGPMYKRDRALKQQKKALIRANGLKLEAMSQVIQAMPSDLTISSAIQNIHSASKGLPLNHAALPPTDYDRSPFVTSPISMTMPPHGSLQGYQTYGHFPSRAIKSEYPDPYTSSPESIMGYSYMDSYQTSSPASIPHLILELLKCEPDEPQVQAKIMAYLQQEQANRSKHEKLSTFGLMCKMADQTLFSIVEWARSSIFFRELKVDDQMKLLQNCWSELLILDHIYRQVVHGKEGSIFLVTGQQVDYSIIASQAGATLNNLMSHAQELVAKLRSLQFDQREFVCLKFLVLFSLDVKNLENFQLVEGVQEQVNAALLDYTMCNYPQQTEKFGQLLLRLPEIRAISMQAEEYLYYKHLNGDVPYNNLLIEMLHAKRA
ABHD5-PLIN5 inh = ABHD5-PLIN5 protein interaction inhibition; Q00G26+Q8WTS1; Split G. princeps luciferase complementation, luminescence, 4 h; inhibition, % at 4 µM; 0.78% of 360,000 active;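 active = inhibition above the mean inhibition across every tested compound plus 3 SD, cut at about 22% in these data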;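 also: 0% = DMSO only wells and the 100% control is not disclosed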
MC4R barr agon = agonists of human melanocortin 4 receptor (MC4R) beta-arrestin | P32245 | U2OS MC4R beta-arrestin complementation, luminescence; percent of melanotan II response, DMSO zero | activation, % at 8.9 µM | 0.98% of 360,000 active | AID 540308;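 active = activation above a per-plate cutoff, the mean activation of sample wells on that plate plus 3 SD, cut at about 8% in these data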
Target sequence (P32245 whole entry, looked up): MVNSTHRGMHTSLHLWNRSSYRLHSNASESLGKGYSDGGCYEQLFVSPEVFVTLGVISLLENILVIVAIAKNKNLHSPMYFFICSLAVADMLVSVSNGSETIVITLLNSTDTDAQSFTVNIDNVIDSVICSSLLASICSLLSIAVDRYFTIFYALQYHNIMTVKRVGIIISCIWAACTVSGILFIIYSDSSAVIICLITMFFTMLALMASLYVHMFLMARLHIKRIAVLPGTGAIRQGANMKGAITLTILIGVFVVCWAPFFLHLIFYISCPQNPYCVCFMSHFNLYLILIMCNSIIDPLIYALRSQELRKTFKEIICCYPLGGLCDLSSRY
TLR9-MyD88 inh = inhibitors of human TLR9-MyD88 binding | CHO BLA complementation TLR9-MyD88, CCF4 FRET ratio | Q9NR96+Q99836 | 0.21% of 340,000 active | AID 504734 | inhibition, % at 4.98 µM;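 active = inhibition above the mean over all tested compounds plus 3 SD, cut at about 21% in these data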;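 also: 0% = DMSO only wells and 100% = clavulanate BLA inhibitor control wells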
MC4R antagonist = blocks human MC4R cAMP signaling; MC4R-expressing cells, MTII-stimulated cAMP, LANCE TR-FRET; inhibition, % at 6.5 µM; 0.48% of 360,000 active; AID 540295;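 active = inhibition above its plate's cutoff, the mean of tested wells on that plate plus 3 SD, cut at about 29% in these data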;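 also: 0% = Melanotan II alone and 100% = Melanotan II plus saturating MCL0020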
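material = U2OS cells stably expressing human melanocortin 4 receptor (MC4R) | also added = Melanotan II challenge | dosing = single nominal compound dose of 6.5 µM | detection = TR-FRET with Eu-cAMP and labeled anti-cAMP, 671 nm | replication = singlicate | timing = compound 30 min, challenge 1 h, detection 1 h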
LMP1 NFkB inh = inhibitors of Epstein-Barr LMP1-induced NF-kappaB reporter; LMP1-induced NF-kappaB luciferase reporter cells, luminescence; inhibition, % at 12.5 µM; 0.69% of 350,000 active; in the data active = inhibition above about 41%;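 also: 0% = neutral control wells and 100% = reference inhibitor control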
NCOA2 inhibitor = human SRC2 (NCOA2) inhibition | inhibition, % at 9 µM | 0.17% of 370,000 active | Q15596 | HEK293 GAL4-SRC2 luciferase reporter, luminescence;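 active = inhibition above the mean inhibition of all tested compounds plus 3 SD, set per campaign, cut at about 52% in these data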;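 also: 0% = DMSO treated cells and 100% = cells given Gossypol at 36 µM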
Numbers without * were called inactive; · = no result given. Some of the compounds tested; count on the stated rates, not on these rows.

NCOA1 inh	NOD2 RIPK2 PPI	COUP-TFII inh	SRC3 inh	LRH-1 inv ag	ABHD5-PLIN5 inh	MC4R barr agon	TLR9-MyD88 inh	MC4R antagonist	LMP1 NFkB inh	NCOA2 inhibitor	molecule
17.2	-2.6	3.9	-13.4	-3.2	-6.0	2.0	-3.1	14.9	3.2	-11.7	CCOCCCNc1ccc(N2C(=O)C3CCCCC3C2=O)cc1[N+](=O)[O-] (stereo not given)
13.7	3.3	-15.7	-7.9	8.0	3.2	1.6	9.1	12.8	-4.1	-76.8	O=C(COC(=O)C1CC(O)CN1S(=O)(=O)c1ccc(Cl)cc1)c1cccc(Cl)c1 (stereo not given)
-5.7	-10.9	-9.0	7.6	4.5	-8.8	0.2	2.6	-2.6	6.9	-14.2	O=C(CC1CCCC1)N1CCN(S(=O)(=O)c2cccc(Br)c2)CC1
10.6	7.5	11.5	9.7	-26.9	-3.0	-0.4	0.9	3.7	8.2	15.2	CC(=O)N(C)c1ccc(NC(=O)N2CCOCC2)cc1
-15.6	-14.5	-14.2	-15.5	-20.9	4.0	-1.7	0.3	5.5	2.2	-2.1	Cc1ccc(/C=N/NC(=O)c2ccncc2)cc1
-15.5	-12.4	11.0	-13.9	-5.4	-2.0	3.3	1.7	3.8	2.1	-6.1	COc1ccc(C(=O)CSc2nnc(-c3ccccc3)o2)cc1
-16.3	-3.0	8.0	-8.3	-6.6	-7.9	-2.5	6.5	-5.3	-7.7	-6.2	CCOc1ccc(CNc2nnnn2C)cc1
-0.1	2.0	2.9	-2.4	3.8	-0.4	0.7	7.3	-2.1	17.9	6.0	CC(C)(C)OC(=O)C[C@H]1C/C=C\C[C@@H](CC(=O)N(CCO)Cc2ccccc2)C(=O)NC[C@@H](c2ccccc2)OC1=O
·	-10.3	20.2	·	13.1	-2.0	·	·	·	·	-15.4	CCOC(=O)C[C@@H]1OC[C@H](C(C)C)N1S(=O)(=O)c1ccc(C)cc1
11.3	-7.6	1.3	10.7	-15.4	-6.7	-0.7	-8.6	8.9	0.9	-10.2	Nc1ncnc2c1ncn2C1CCCO1 (stereo not given)
-49.7	5.2	-8.5	-37.3	-79.3	15.6	2.5	1.0	-5.9	3.2	-52.7	N#Cc1ccc(-c2csc(NC3=NCCCCC3)n2)cc1
-4.5	-1.9	12.0	10.2	12.4	-4.4	1.4	-8.2	-4.6	3.7	-3.0	Cc1cc(NC(=O)CSc2nc3ccccc3c(=O)n2Cc2ccc(F)cc2)no1
-35.0	5.1	-32.5	-50.3	-84.0	-3.4	-3.6	7.7	7.9	-8.8	-34.7	O=c1c(Br)c(NCc2ccccc2)cnn1-c1ccc(F)cc1
11.5	3.6	-5.6	10.6	3.1	6.5	5.1	9.5	-4.0	11.9	5.4	COc1ccc(Cl)cc1NC(=O)C1CC(c2ccccc2O)=NO1 (stereo not given)
-22.7	7.3	-14.7	-1.0	-13.2	-7.5	0.8	-4.8	-0.4	-3.8	-19.3	O=C(c1cc(-c2ccc(O)cc2)on1)N1CCc2ccccc2C1
8.2	-0.6	6.0	0.1	-1.2	5.2	-0.8	0.5	1.1	-2.1	3.3	O=C(Nc1ccc(NC(=O)c2ccccc2Cl)cc1)c1cccnc1
-8.0	-9.3	-18.0	-14.2	-2.1	1.8	-1.3	13.1	12.8	2.5	-14.3	CCN1C(=O)CC(NNC(=O)c2ccccc2)C1=O (stereo not given)
-10.8	-5.6	10.7	8.5	17.3	10.5	-0.8	9.8	3.8	9.5	-15.9	Cc1ccc(-c2nn(C)c(=O)c3ccccc23)cc1CNC(=O)/C=C/c1ccccc1
-49.6	1.6	-18.0	-27.1	-89.0	11.4	3.3	-9.8	14.8	-5.9	-33.6	O=C(/C=C/c1ccccc1[N+](=O)[O-])Nc1cccnc1
-2.5	-3.7	3.3	7.6	5.5	-6.6	-0.7	14.1	1.3	-2.7	0.9	CCC(=O)N1CCc2cc(S(=O)(=O)CCC(=O)NCc3ccc(C)cc3)ccc21
0.6	0.6	10.8	11.6	-8.6	-19.3	-2.1	-0.5	3.7	-2.0	24.3	CCOc1ccccc1N1CCN(C(=S)Nc2ccc(S(=O)(=O)Nc3ncccn3)cc2)CC1
1.7	-3.0	7.3	-6.4	8.8	1.7	-0.6	-11.2	10.7	4.2	0.1	N#Cc1ccc(Oc2cnccn2)cc1
-104.8	7.0	-12.5	-129.8	-93.9	1.1	-0.6	-5.3	15.4	-76.9	-43.7	COc1cc2ccccc2cc1C(=O)Nc1ccccc1C
-2.6	-8.7	1.6	2.7	-6.2	-8.1	0.3	·	4.0	·	-1.4	CC(=O)Nc1cccc(-c2ccnc3c2CC(C(=O)NCC2CC2)O3)c1 (stereo not given)
-5.9	-1.9	17.2	-22.4	8.4	-1.1	-0.4	-14.1	2.3	-5.0	18.0	CC(C)(C)c1ccc(Cn2nnc3c(=O)[nH]c(C4CCCN(C(=O)c5ccco5)C4)nc32)cc1 (stereo not given)
-5.5	-12.1	11.1	17.5	12.5	10.6	-1.0	-7.1	7.5	4.8	-0.7	CC1CC(C)CN(C(=O)c2ccc3ncsc3c2)C1 (stereo not given)
4.7	-5.7	4.9	13.8	-16.2	-1.8	0.7	-8.4	9.8	-4.0	-16.4	CC(=O)N/C(=C\c1cccs1)C(=O)O
-15.7	-0.9	1.0	11.2	-16.3	-6.5	-0.2	-2.4	7.5	9.4	13.0	Cc1cc(C)cc(Oc2ncnc3c2ncn3Cc2c(Cl)cccc2Cl)c1
1.2	-0.2	-1.5	6.7	-6.3	2.1	-0.9	-5.2	3.6	5.7	4.9	CC(C)(C)OC(=O)N1CCC(C(=O)Nc2cccc(C(=O)N3CCCC3)c2)CC1
14.3	6.7	-0.1	-0.7	14.6	-1.0	-2.2	-0.4	16.8	-7.5	11.5	Cc1ccc(C(=O)OCC(=O)NC2CCCC2)cc1C
7.1	-2.2	6.1	16.0	15.5	-3.0	-0.2	6.1	4.2	8.4	4.2	O=C(O)c1ccc(N2C(=O)c3cccc(Oc4ccc(Cl)cc4)c3C2=O)cc1
-3.4	2.4	10.3	-7.0	1.4	4.8	1.0	·	-2.2	·	-18.9	CC1(C(=O)NCCC#N)CCN1C(=O)Cc1ccc(-c2ccccc2)cc1 (stereo not given)
-46.2	6.3	8.1	-50.3	-33.0	-17.8	-3.8	27.9*	-8.5	-6.7	11.8	Cc1cc2nc3c(=O)n(C4CCCCC4)c(=O)[nH]c3nc2cc1N
3.6	-6.5	4.0	26.9	20.2	-8.7	0.1	3.9	1.3	35.9	-36.1	CCc1nnc(NC(=O)c2ccc(S(=O)(=O)N(C)c3ccccc3)cc2)o1
-0.8	-7.9	-7.6	-18.8	0.7	17.8	-1.1	1.0	7.5	-6.3	34.0	Cc1ccc(NCc2nnc(SCC(=O)c3ccccc3)n2Cc2ccco2)c(C)c1
-37.0	-5.7	-13.0	-33.5	-44.5	-5.1	-2.8	-7.1	4.3	13.9	-49.0	CCN(CC)CCn1c(NC(=O)c2ccc(Cl)cc2)nc2ccccc21
-10.8	4.0	17.1	8.6	-14.5	-4.0	-2.8	10.3	0.6	-3.3	-7.2	O=C(COC(=O)c1ccc(Cl)nc1)Nc1cc(S(=O)(=O)N2CCCCC2)ccc1Cl
-26.6	2.0	-18.6	-23.9	-6.3	-0.3	-3.2	1.6	0.8	2.1	-13.4	N#CCCN/N=C(\Cc1nc2ccccc2[nH]1)c1ccccc1
-6.2	-10.0	-8.3	1.8	-18.4	-4.4	-1.4	2.3	-5.0	4.1	-7.3	C1CC1Cc1noc(CN2CCN(CC3CC3)CC2)n1
-22.0	2.0	12.0	-14.3	-5.2	-0.9	0.7	-1.9	14.2	-5.3	-7.5	COc1ccc(NC(=O)Nc2ccc3nc(C)c(C)nc3c2)cc1

Random excerpt: 5 compounds from above, in no set order.
NCOA1 inh	NOD2 RIPK2 PPI	COUP-TFII inh	SRC3 inh	LRH-1 inv ag	ABHD5-PLIN5 inh	MC4R barr agon	TLR9-MyD88 inh	MC4R antagonist	LMP1 NFkB inh	NCOA2 inhibitor	molecule
3.6	-6.5	4.0	26.9	20.2	-8.7	0.1	3.9	1.3	35.9	-36.1	CCc1nnc(NC(=O)c2ccc(S(=O)(=O)N(C)c3ccccc3)cc2)o1
4.7	-5.7	4.9	13.8	-16.2	-1.8	0.7	-8.4	9.8	-4.0	-16.4	CC(=O)N/C(=C\c1cccs1)C(=O)O
-2.6	-8.7	1.6	2.7	-6.2	-8.1	0.3	·	4.0	·	-1.4	CC(=O)Nc1cccc(-c2ccnc3c2CC(C(=O)NCC2CC2)O3)c1 (stereo not given)
-22.0	2.0	12.0	-14.3	-5.2	-0.9	0.7	-1.9	14.2	-5.3	-7.5	COc1ccc(NC(=O)Nc2ccc3nc(C)c(C)nc3c2)cc1
0.6	0.6	10.8	11.6	-8.6	-19.3	-2.1	-0.5	3.7	-2.0	24.3	CCOc1ccccc1N1CCN(C(=S)Nc2ccc(S(=O)(=O)Nc3ncccn3)cc2)CC1

More results follow.
NCOA1 inh	NOD2 RIPK2 PPI	COUP-TFII inh	SRC3 inh	LRH-1 inv ag	ABHD5-PLIN5 inh	MC4R barr agon	TLR9-MyD88 inh	MC4R antagonist	LMP1 NFkB inh	NCOA2 inhibitor	molecule
-1.4	-11.4	5.5	16.3	-12.7	-5.8	-0.7	0.4	-0.4	2.1	-13.7	Cc1cc(C)nc(SCCc2ccncc2)n1
-3.0	-6.4	-2.9	-0.5	3.7	5.8	-3.0	-16.4	-17.4	-1.6	4.9	O=C(O)c1cccc2cccc(-c3c4ccc(=O)c(O)c-4oc4c(O)c(O)ccc34)c12
2.4	6.3	6.1	-2.0	-19.2	2.8	-1.0	·	5.9	·	10.8	Cc1cc(Nc2ccc(C)c(Cl)c2)nc(N2CCOCC2)n1
5.5	-11.1	-4.5	-1.0	15.2	-0.7	-0.5	-6.4	10.8	-6.5	-18.3	CCc1nnc(NC(=O)CSc2nnc(-c3ccccc3NC(=O)c3ccccc3)o2)s1
2.7	-5.2	6.9	11.8	17.9	4.5	-2.0	7.6	10.5	2.7	-52.6	COC(=O)c1ccc(OCc2nc(N)nc(N3CCOCC3)n2)cc1
-7.9	-17.4	0.5	8.2	7.3	4.2	0.9	-0.8	13.1	-5.8	-2.4	Cc1cccc(NC(=O)c2cc([N+](=O)[O-])ccc2NC2CCCCC2)c1
13.0	-8.2	-12.9	2.7	17.2	-1.4	-0.7	·	4.0	-7.0	2.9	Cn1c2c(c(=O)[nH]c1=O)C(c1ccc(O)cc1)C1=C(N2)c2ccccc2C1=O (stereo not given)
-31.4	9.5	-15.2	11.0	-3.3	-11.1	-0.2	10.8	14.6	3.4	-44.3	CCOc1ccc2nc(NCCCNS(=O)(=O)c3ccccc3)c(C#N)cc2c1
-15.5	-6.0	18.3	7.0	9.5	-14.3	-2.0	-2.8	18.4	5.3	-11.8	Cc1ccc(NC(=O)CC(N)=S)cc1
7.4	-0.2	3.2	26.2	15.5	0.1	-0.3	-5.5	5.4	2.9	-9.0	COc1ccccc1-n1c(=O)c2c3c(sc2n2c(=S)[nH]nc12)CCC3
